# RAM inhibit – blocks the yeast RAM network; S. cerevisiae dse1pr::URA3 reporter, 5-FOA growth OD615, 2 d; analog-sensitive cbk1-as2 kinase mutant strain; inhibition, % at 50 µM; hit rate 1.8% among 190,000; AID 868;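 active means inhibition above a set limit, 3 SD over mean compound inhibition, cut at about 8.4% in these data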;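 further: 0% = DMSO-only wells with no growth and 100% = 10 µM 1-NA-PP1 full growth; inhibition rescues growth on 5-FOA so higher OD means more RAM inhibition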
# PMI act satM6P – activators of human phosphomannose isomerase at near-saturating mannose 6-phosphate. hit rate 0.34% among 190,000. P34949. activation factor at 20 µM. coupled PMI enzyme assay, resazurin fluorescence, 20 min; active compounds read high; 1 = untreated enzyme, 0 = substrate-free blank;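 active means activation factor of 2 or more at 20 µM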
# Target sequence (P34949 whole entry, looked up): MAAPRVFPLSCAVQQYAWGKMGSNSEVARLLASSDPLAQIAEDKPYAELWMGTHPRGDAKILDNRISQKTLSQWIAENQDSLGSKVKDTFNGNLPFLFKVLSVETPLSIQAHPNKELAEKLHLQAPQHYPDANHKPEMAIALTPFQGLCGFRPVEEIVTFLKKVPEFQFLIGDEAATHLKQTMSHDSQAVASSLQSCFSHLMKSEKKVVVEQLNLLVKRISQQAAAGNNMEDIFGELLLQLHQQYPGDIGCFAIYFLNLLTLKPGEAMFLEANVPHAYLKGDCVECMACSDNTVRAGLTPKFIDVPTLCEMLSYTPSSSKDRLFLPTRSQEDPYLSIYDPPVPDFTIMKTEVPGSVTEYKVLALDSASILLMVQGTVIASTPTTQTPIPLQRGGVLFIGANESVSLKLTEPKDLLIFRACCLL
#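 Material: human phosphomannose isomerase with PGI, G6PDH, diaphorase coupling enzymes; amount: PMI at 15 ng/mL final; also added: Mannose-6-phosphate 1.0 mM (near-saturating) plus 0.22 mM NADP+; incubation: enzyme reaction with compound 20 min at room temperature; signal: resorufin fluorescence (Ex 544/Em 590 nm) from resazurin via diaphorase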
# TNAP inh hi DEA – inhibitors of human TNAP at high phosphate acceptor concentration; P05186; inhibition, % at 20 µM; hit rate 0.03% among 200,000; purified TNAP, CDP-star luminescence, 1 M DEA;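 active means over 50% inhibition of tissue-nonspecific alkaline phosphatase at 20 µM in the single-dose screen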;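 further: plate controls were DMSO wells for no effect and EDTA-quenched wells as full inhibition for full effect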
# Efa HMGR inh – E. faecalis class II HMG-CoA reductase inhibition | purified E. faecalis HMGR, NADPH absorbance 340 nm kinetic | inhibition, % at 10 µM | hit rate 0.41% among 190,000 | AID 1066;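 active means inhibition above a set limit, the median over all tested compounds plus 3 SD, cut at about 9.5% in these data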;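 further: enzyme runs in reverse so mevalonate oxidation gives rising NADPH absorbance; 0% = complete reaction with DMSO and 100% = background rate lacking mevalonate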
# TNAP inh no acc – blocks human TNAP activity with no phosphate acceptor present; P05186; purified TNAP, CDP-star luminescence, 30 min; inhibition, % at 20 µM; hit rate 0.26% among 200,000; AID 1012;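 active means tissue-nonspecific alkaline phosphatase inhibition above about 50% at 20 µM in the single-dose screen, limit read from the data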;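 further: 0% = DMSO negative control and 100% = EDTA positive control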
# DTT redox prof – compounds producing H2O2 with reducing agent – biochemical, NIH compound library profiling, artefact control for MLSCN library redox annotation, primary screen | DTT-dependent redox cycling H2O2, phenol red/HRP absorbance; 100% = 100 µM peroxide control, 0% = buffer | activation, % at 10 µM | hit rate 0.03% among 200,000;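 active means activation of at least 50% relative to the plate's high and low controls in the primary single-dose screen; inactive means activation below 50%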;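 further: compound incubated with DTT at 0.8 mM final as the reducing agent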
# Lmaj promast – reduces viability of Leishmania major promastigotes | inhibition, % at 10 µM | hit rate 9% among 200,000 | AID 1063 | resazurin fluorescence viability; in the data active means inhibition above about 50%;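 further: promastigotes grown with compound for 44 hours at 28 °C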
# PMI activator – increases human mannose-6-phosphate isomerase activity; hit rate 0.005% among 190,000; AID 1214; P34949; purified human PMI, coupled resazurin fluorescence, 20 min; active compounds read high; 1 = vehicle control, 0 substrate-free wells; activation factor at 20 µM;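 active means activation factor of 2 or more at 20 µM, relative to plate controls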
# Hsp70 activator – transcriptional activators of Hsp70; HeLa Hsp70 promoter luciferase reporter, luminescence; scaled: vehicle 0, proteasome-inhibitor control 100%; activation, % at 10 µM; hit rate 0.04% among 200,000;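 active means activation above the mean across all tested compounds plus 3 SD, cutoff set per campaign, cut at about 5.5% in these data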;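 further: 100% = MG132 at 30 µM as the positive control and 0% = DMSO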
# S1P3 antag – antagonists of human S1P3 receptor | Q99500 | CHO S1P3 NFAT-BLA reporter, FRET fluorescence, antagonist mode | inhibition, % at 4.98 µM | hit rate 0.27% among 170,000 | AID 485;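 active means inhibition above the plate cutoff, the mean inhibition of test wells on that plate plus 3 SD, cut at about 28% in these data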;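 further: cells challenged with S1P at its EC80 of 0.8 µM; blue over green emission ratio from cleaved BLA substrate after 4 h stimulation; 0% = S1P-stimulated wells and 100% = unstimulated DMSO-only wells; some compounds past the cut are filed as inactive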
# Target sequence (Q99500 whole entry, looked up): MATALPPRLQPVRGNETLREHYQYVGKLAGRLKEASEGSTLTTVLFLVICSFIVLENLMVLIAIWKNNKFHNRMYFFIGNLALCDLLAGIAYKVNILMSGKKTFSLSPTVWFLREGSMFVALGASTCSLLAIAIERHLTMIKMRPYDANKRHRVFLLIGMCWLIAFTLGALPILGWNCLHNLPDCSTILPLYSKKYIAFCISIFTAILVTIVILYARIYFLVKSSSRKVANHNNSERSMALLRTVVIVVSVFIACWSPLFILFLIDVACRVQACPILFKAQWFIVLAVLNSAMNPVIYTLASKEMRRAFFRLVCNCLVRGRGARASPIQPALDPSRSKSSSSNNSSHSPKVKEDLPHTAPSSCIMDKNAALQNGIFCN
# Starred values were filed as active, the others as inactive; . = no result given.
SMILES,RAM inhibit,PMI act satM6P,TNAP inh hi DEA,Efa HMGR inh,TNAP inh no acc,DTT redox prof,Lmaj promast,PMI activator,Hsp70 activator,S1P3 antag
CCOc1ccc(NS(=O)(=O)c2ccc(NC(=O)C3CCCO3)cc2)cc1 (stereo unspecified),-0.3,0.9,-4,-3,-11,0.2,-4,0.9,-0.5,.
C=CCOC(=O)C1=C[C@H](c2ccc(C(F)(F)F)cc2)[C@@H](CCCO)[C@H](OCC)O1,3.3,1,-7,-10,-1,0.4,10,0.9,-0.4,13
O=C(CN1CCOCC1)OCCCc1ccccc1,0.1,1.1,3,0,-3,0.5,-1,1,2.8,14
CC(C)n1c(N2CCN(C(=O)Nc3ccccc3)CC2)nc2ccccc21,1.4,1.1,-2,-9,-11,2.2,9,1,0.0,.
O=C1NC(c2ccccc2)=C(c2ccccc2)C1=O,1.0,0.8,-5,-1,-5,0.1,4,1,-0.2,-6
Cc1c(/C=N/NC(=O)c2cccnc2)cc(C#N)n1C,1.0,1,-5,0,-11,-0.5,-3,1,-0.4,-7
CCOc1ccc(-c2ccc(/C=C3/C(=N)N4C=CSC4=NC3=O)o2)c([N+](=O)[O-])c1,4.2,0.6,22,-3,14,-0.3,4,0.9,-0.5,-9
CCCC(=O)Nc1c(C(=O)OCC)[nH]c2ccccc12,0.2,0.9,-3,-1,-4,-0.2,-5,0.9,-0.1,2
CCOC(=O)C1=C(CSc2nc3c(cc2C#N)CN(C)CC3)OC(N)=C(C#N)C1c1ccc(Cl)cc1 (stereo unspecified),-0.4,1,1,-9,-3,-0.2,0,0.9,-0.1,.
O=C1C2C3C=CC(C3)C2C(=O)N1CCN1CCN(Cc2ccc([N+](=O)[O-])cc2)CC1 (stereo unspecified),1.0,1,1,4,-4,-0.6,72*,1,-0.3,-8
Cc1ccc(C2C(=O)N(C3CCC(C)CC3)CC(=O)N2C2CCCC2)cc1 (stereo unspecified),0.9,1,2,-1,4,0.1,27,1,-0.2,.
Cc1nn(Cc2ccc(Cl)cc2)c(C)c1NC(=O)CCCn1nc([N+](=O)[O-])c(Cl)c1C,0.7,0.9,-4,-6,-6,-0.7,23,0.9,-0.3,2
CC(=O)c1c(Nc2ccccc2)sc(C(=O)c2ccccc2)c1C,13*,0.8,1,-7,-4,-0.3,18,0.9,-0.1,-12
O=C(O)/C=C/C(=O)NCc1ccccn1,2.2,1.6,-3,-1,-6,-0.5,-1,1.5,-0.1,-25
CN1CCN(c2nnc(-c3cccs3)c3ccccc23)CC1,0.4,1,0,-7,0,-1.8,0,1,0.1,1
COc1cc(/C=C/C(=O)O)cc(S(=O)(=O)NC2CC2)c1OC,1.8,1.1,-3,-5,-8,-0.3,-8,1.1,-0.2,11
CCOC(=O)c1c(NC(=O)CSc2nc3ccccc3c(=O)n2-c2ccccc2)sc(C(C)=O)c1C,3.8,1.2,-7,3,-3,0.1,16,1.1,-0.3,4
CCC(CC)NCC(O)COc1ccc(Br)cc1 (stereo unspecified),1.2,1.1,0,-6,-4,-1.9,66*,1.1,-0.3,14
CCOC(=O)c1ccc(CNC(=O)CSc2nnnn2-c2ccc(Cl)cc2)o1,2.5,0.9,-1,2,-5,-0.3,-4,1,-0.2,13
Cc1c(CN2CCC(CO)(Cc3ccccc3)CC2)c2ccccc2n1C,0.5,.,-1,-3,-4,-0.3,40,.,-0.2,-9
COc1ccccc1NC(=O)c1cc(Br)ccc1Cl,0.0,1.1,-2,1,-6,0.0,-1,1.1,-0.2,5
O=C1C2C3C=CC(C3)C2C(=O)N1Cc1ccccc1 (stereo unspecified),0.4,0.9,-5,-6,-12,0.2,-5,0.9,0.1,-17
Nn1c(SCC(=O)Nc2nccs2)nncc1=O,1.3,0.9,-2,-4,-12,0.2,-3,1,-0.1,-8
O=C(CCc1nc(-c2ccccc2)c(-c2ccccc2)o1)OCc1ccc(Cl)cc1,0.8,1,-4,-5,-8,0.8,-2,0.9,-0.4,.
O=c1nc(-c2ccccc2)c2ccccc2[nH]1,3.1,0.9,-3,-5,-8,1.1,-7,0.9,0.0,6
Cc1c(C(=O)OCC(=O)NCc2ccc3c(c2)OCO3)cccc1[N+](=O)[O-],1.6,1.1,-7,1,-3,-0.3,-10,1,-0.2,-3
O=C(Nc1cccs1)OCCN1CCN(Cc2ccccc2)CCC1=O,0.1,1.1,-8,-1,-11,0.7,-6,1.2,-0.3,5
O=C(COc1ccc(S(=O)(=O)NC2CCCCC2)cc1)N1CCN(c2cccc(Cl)c2)CC1,2.5,1.1,-4,-2,-11,0.1,36,1,0.0,.
COc1ccc(C(=O)Oc2cc(N)n(S(=O)(=O)c3ccccc3)n2)cc1,4.1,1,1,-9,-16,-0.6,3,1,2.6,-16
COCCn1c(SCc2c(F)cccc2Cl)nc2c1c(=O)[nH]c(=O)n2C,0.3,1,-5,0,-1,0.6,1,0.9,-0.1,.
CC(=O)c1cc2c(cc1N)OCO2,1.2,0.7,-5,-5,-9,0.5,-3,0.8,0.1,-11
S=C(Nc1ccc2nc(-c3ccccn3)c(-c3ccccn3)nc2c1)N1CCCCC1,-0.5,.,8,-3,-8,0.3,10,.,-0.3,-11
O=c1cc(NCc2ccccc2)nc2ccccn12,1.0,1,-3,1,-6,-0.3,-3,1,-0.1,-7
COc1ccc(N2CC(=O)N(c3ccccc3)C2=S)cc1,3.8,1,-1,3,-11,0.5,7,0.9,-0.3,2
CC(=O)c1ccc(N2CCN(C(=S)Nc3cccc(Cl)c3)CC2)cc1,4.1,1.1,-6,4,-2,.,57*,1.1,0.0,-6
Cc1ccc(N(CN2CCCC2=O)C(=O)c2ccc(OC(C)C)cc2)cc1,-0.5,0.8,-5,1,-13,-0.5,-2,0.9,-0.4,0
O=Cc1c(C(=O)O)n(CC(=O)O)c2ccccc12,0.2,1.1,-3,3,-3,0.2,-7,1.1,0.0,-14
CN(c1cccc(NS(=O)(=O)c2cccc([N+](=O)[O-])c2)c1)S(C)(=O)=O,0.4,0.9,-5,0,-11,-0.8,9,1,-0.2,-17
O=C(Cc1ccc(Cl)cc1)Nc1ncccn1,0.3,1,-4,-7,-8,0.0,-1,1,-0.1,-8
C=CCN(CC=C)C(=O)C(=O)c1cc(C)n(-c2ccc([N+](=O)[O-])cc2)c1C,-0.2,1,0,-2,8,2.5,98*,1,-0.4,.

# The final two entries of the part above are carried over, then new ones follow.
SMILES,RAM inhibit,PMI act satM6P,TNAP inh hi DEA,Efa HMGR inh,TNAP inh no acc,DTT redox prof,Lmaj promast,PMI activator,Hsp70 activator,S1P3 antag
O=C(Cc1ccc(Cl)cc1)Nc1ncccn1,0.3,1,-4,-7,-8,0.0,-1,1,-0.1,-8
C=CCN(CC=C)C(=O)C(=O)c1cc(C)n(-c2ccc([N+](=O)[O-])cc2)c1C,-0.2,1,0,-2,8,2.5,98*,1,-0.4,.
O=C(Nc1ccccc1C(=O)NCCN1CCOCC1)c1ccc(Cl)cc1Cl,1.8,1,-1,-4,-13,-0.2,-2,1,-0.2,-14
O=C(CCNS(=O)(=O)c1ccc(Cl)cc1)NCc1ccccn1,1.2,1.1,4,0,-3,2.4,-5,1.1,0.0,.
COc1cc(C(=O)OCCc2c(C)nc3nc[nH]n3c2=O)cc(OC)c1OC,1.8,0.9,2,5,2,-1.9,-6,1,0.0,-2
CCOc1ccccc1CNC(=O)C1CCN(C(=O)c2sccc2-n2cccc2)CC1,6.5,1,-9,0,3,1.4,7,1,0.0,27
C=CCn1c(SCC(=O)Nc2sccc2C(N)=O)nc2ccc(Cl)cc2c1=O,0.7,1,-3,-3,-13,2.3,18,0.9,-0.1,.
CC(C)(C)C(=O)Nc1nnc(SCC(=O)Nc2ccc3c(c2)OCO3)s1,1.8,0.9,4,-1,7,0.3,6,0.8,-0.2,-13
CCOC(=O)N1CCN(C(=O)CN(C2CCCCC2)S(C)(=O)=O)CC1,-1.1,1,-4,-1,-12,-4.0,-6,0.9,0.1,-14
Fc1ccc(/C=N/Nc2nc3ccccc3[nH]2)cc1F,1.5,1.1,-6,0,-14,-0.8,90*,1.1,-0.2,0
O=C(NCC1CCCCC1)c1ccco1,1.6,0.9,-4,0,-7,1.7,3,0.9,-0.2,-24
CCCNC(=O)c1cccc(COCC(F)(F)C(F)F)c1,0.1,0.8,3,-2,-9,1.0,-1,0.8,-0.2,5
COC(=O)c1cc(OC)c(OC)cc1NC(=O)CN1C(=O)c2ccccc2C1=O,1.8,1,-2,-2,-10,0.4,-1,0.9,-0.2,.
COc1ccc(N2C(=O)CC(N(CCc3ccccc3)C(=O)/C=C/C(=O)O)C2=O)cc1 (stereo unspecified),1.4,1,-1,-4,-8,9.6,-6,1.1,-0.4,-12
O=C(CN1CCN(CC(=O)Nc2ccccc2F)CC1)Nc1ccc2c(c1)OCCO2,1.9,1.1,-8,3,-12,-0.7,-6,1.3,0.0,-2
Cc1cc(N/N=C/c2ccccc2F)c2ccccc2n1,-1.5,1.1,-3,-7,-12,-0.2,12,1.1,-0.1,-4
CC(C)C(=O)NNc1ccccc1,0.7,1.3,-3,-5,-5,-0.6,0,1.4,0.0,-26
O=C(Nc1nc(-c2ccccn2)cs1)c1ncc(Cl)c(Cl)c1Cl,1.6,1.3,-5,-4,-23,1.4,101*,1.3,0.8,.
Cc1ccc(Cn2nc3c(cc2=O)CCc2ccccc2-3)cc1,1.5,0.8,-6,-11,-11,-1.7,-4,0.9,-0.1,-5
COc1cc(OC)cc(C(=O)N[C@H](C(=O)OCC(=O)Nc2ccc(OC)c(OC)c2)C(C)C)c1,-0.6,0.9,0,2,-10,-2.0,-3,0.9,-0.2,1
O=C(COc1ccc2c(c1)CCC2)N1CCN(c2cccc(C(F)(F)F)c2)CC1,0.9,0.9,-2,-6,-16,0.6,65*,0.9,-0.3,-1
NS(=O)(=O)c1ccc(CCNC(=O)CSc2nc3ccccc3c(=O)n2CCN2CCOCC2)cc1,0.0,0.9,1,-7,-2,0.4,17,0.9,0.2,-26
C[C@]12CC[C@@H]3c4ccc(O)cc4CC[C@H]3[C@@H]1CC[C@@H]2OC(=O)CCC(=O)O,2.1,0.9,-3,-3,-12,-0.1,-3,0.9,-0.2,7
COc1cc(C(=O)N/N=C/c2sc(=O)n(-c3ccccc3)c2Cl)cc(OC)c1OC,7.5,1,3,-1,-10,-0.6,-1,0.9,0.3,17
CCN(CC)c1ccc(N2C(=O)CSC2=S)cc1,-0.1,.,10,2,57*,-0.6,9,.,-0.1,-11
CCCn1c(SCC(=O)NCCc2ccccc2)nnc1-c1ccco1,-1.2,1.1,-5,-1,-15,-0.1,-3,1.1,-0.1,.
O=C(Cn1nnc(-c2ccccc2-n2cnnn2)n1)c1ccccc1,2.3,1,-6,0,-6,1.1,2,1,-0.3,2
Cc1cccc(-c2nnc(-c3ccccc3)o2)c1,0.7,0.9,-9,-10,-13,-8.2,0,0.9,0.1,35
Cc1cccc(NC(=O)Cn2c(C)c(C#N)c3ccccc32)c1C,1.2,0.9,-8,-1,-18,2.0,1,0.9,0.1,-27
